# Screening data deposited in PubChem BioAssay by several laboratories.
# eIF4E-4G inh: eIF4E/eIF4G interaction inhibition in translation initiation; inhibition, % at 21.7 µM; 220,000 tested, 0.37% active; P63073+Q04637; TR-FRET eIF4E-eIF4GI(517-606) binding, 2 h;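 active = inhibition above about 30%, limit read from the data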;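 also: 0% = full FRET control wells and 100% = background wells lacking eIF4GI fragment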
# NPY-Y2 PAM-ag: potentiators or agonists of human neuropeptide Y receptor Y2; P49146; cells expressing NPY-Y2, potentiator/agonist read-out; activation, % at 3.6 µM; 220,000 tested, 0.45% active; in the data active = activation above about 27%;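 also: cells stimulated with NPY near EC25 plus isoproterenol at EC100; 0% = vehicle plus submaximal agonist and 100% = vehicle plus saturating agonist; some results beyond the cut were filed as inactive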
# Target sequence (P49146 whole entry, looked up): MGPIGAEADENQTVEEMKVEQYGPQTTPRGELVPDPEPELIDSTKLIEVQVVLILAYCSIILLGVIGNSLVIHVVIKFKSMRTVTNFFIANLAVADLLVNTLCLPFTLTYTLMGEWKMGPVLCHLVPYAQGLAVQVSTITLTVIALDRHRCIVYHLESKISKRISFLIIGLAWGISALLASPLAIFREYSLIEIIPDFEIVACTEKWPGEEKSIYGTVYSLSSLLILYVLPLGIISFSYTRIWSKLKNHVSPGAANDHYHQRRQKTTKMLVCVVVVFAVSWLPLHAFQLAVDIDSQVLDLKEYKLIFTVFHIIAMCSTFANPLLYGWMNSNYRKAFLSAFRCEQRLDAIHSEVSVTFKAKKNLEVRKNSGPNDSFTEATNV
# PGE2 EP2 inh: EP2 receptor (human) inhibition. C6 glioma cells expressing human EP2, cAMP TR-FRET; cells stimulated with saturating PGE2. inhibition, % at 25 µM. 260,000 tested, 0.52% active;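 active = percent inhibition above 40 after rounding to a whole number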;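 also: rat C6 glioma host cells with rolipram phosphodiesterase inhibitor present; the protocol text gives 20 µM as final concentration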
# S1P4 antagonist: blocks the human S1P4 receptor. S1P4-expressing cells, antagonist mode, reporter read-out. O95977. AID 1510. 220,000 tested, 0.26% active. inhibition, % at 4.98 µM; in the data active = inhibition above about 29%;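 also: 0% = wells stimulated with agonist and 100% = vehicle wells without agonist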
# Target sequence (O95977 whole entry, looked up): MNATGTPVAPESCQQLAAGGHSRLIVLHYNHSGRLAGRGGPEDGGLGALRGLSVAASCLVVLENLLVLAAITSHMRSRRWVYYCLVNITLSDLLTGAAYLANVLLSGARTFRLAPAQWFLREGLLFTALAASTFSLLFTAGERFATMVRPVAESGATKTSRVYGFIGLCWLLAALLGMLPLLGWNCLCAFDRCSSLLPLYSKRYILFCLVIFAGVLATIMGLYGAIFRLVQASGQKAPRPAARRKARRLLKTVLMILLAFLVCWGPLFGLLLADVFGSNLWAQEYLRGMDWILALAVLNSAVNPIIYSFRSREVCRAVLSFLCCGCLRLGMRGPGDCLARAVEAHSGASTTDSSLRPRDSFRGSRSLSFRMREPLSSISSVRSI
# NPY Y1 blocker: NPY-Y1 (human) receptor antagonism; P25929; HEK293-CNG Y1 cells, membrane potential fluorescence; NPY at EC95, then isoproterenol; inhibition, % at 3.6 µM; 200,000 tested, 1% active; AID 1040;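 active = inhibition above the campaign mean inhibition of all tested compounds plus 3 SD, cut at about 20% in these data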;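 also: 0% = DMSO wells given NPY plus isoproterenol and 100% = isoproterenol alone without NPY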
#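 Benchmarks – high control isoproterenol alone, low control NPY with isoproterenol · Material – HEK293 Y1/CNG channel cell line · Times – dye 3 h, compound 60 min room temperature, stimulation 45 min · Probe or stimulus – NPY (25 nM), isoproterenol (1 µM), Ro 20-1724 (25 µM) · Evaluation – % inhibition of NPY effect · Signal – fluorescence, membrane potential probe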
# NPY1 pot ag: human NPY-Y1 potentiation or agonism, primary screen; P25929; NPY-Y1 expressing cells, potentiator/agonist activation; activation, % at 3.6 µM; 220,000 tested, 0.37% active; AID 1304; in the data active = activation above about 33%, passing the limit was not always enough;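 also: cells stimulated with NPY at EC10 then isoproterenol at EC100; 0% = low agonist plus stimulus and 100% = saturating agonist plus stimulus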
# S1P4 ag: human S1P4 receptor agonism; O95977; S1P4-expressing cell line, agonist reporter assay; activation, % at 4.98 µM; 220,000 tested, 0.35% active; AID 1509; in the data active = activation above about 11%;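 also: 0% = DMSO vehicle and 100% = reference agonist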
# p97 inhibitor: inhibitors of human p97 ATPase; P55072; inhibition, % at 8 µM; 220,000 tested, 0.42% active; recombinant p97 ATPase, Kinase-Glo ATP luminescence, 3 h; AID 1481; in the data active = inhibition above about 15%;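 also: 0% = DMSO vehicle and 100% = wells lacking enzyme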
# EP2 modulator: modulates human prostaglandin E2 receptor EP2 signaling; P43116; EP2-expressing cells, cAMP HTRF FRET, PGE2 co-stimulation; AID 940; 260,000 tested, 0.83% active; induction, % at 25 µM;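 active = compounds whose cAMP rise, as percent of the full-agonist control response, exceeds 60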;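 also: rat C6 glioma line stably carrying human EP2 under a CMV promoter; the protocol text gives 20 µM as final concentration; 100% = response of wells given 1 µM PGE2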
# * marks the source's active call; other numbers are inactive results; / = not tested or not shown; & = joins results of further samples; [ ] = remark or other dose. A portion of the library, so the mix of outcomes need not match the whole.
nr	Molecule	p97 inhibitor	S1P4 ag	PGE2 EP2 inh	NPY Y1 blocker	NPY-Y2 PAM-ag	eIF4E-4G inh	NPY1 pot ag	S1P4 antagonist	EP2 modulator
1	COc1ccc(C(=O)O/N=C(\N)Cc2ccc(Cl)cc2)cc1OC	-7.7	-1.6	1.0	6.0	8.2	-1.8	19.6	13.7	-34.3
2	O=C(CN1CCC(C(=O)c2cccc(F)c2)CC1)NCc1cccs1	-8.9	-2.4	6.2	-0.2	4.7	3.5	-10.3	-9.0	-17.0
3	Cc1cc(OCCn2ccnc2)ccc1C(C)C	3.8	-0.4	9.3	2.7	5.8	-2.1	-19.4	-19.7	-17.7
4	COc1ccc(-c2cc(C(=O)c3c(N)n(C)c(=O)n(C)c3=O)c3ccccc3n2)cc1	-20.5	-1.7	3.2	/	2.1	-1.0	10.1	-5.0	-57.2
5	CC(=O)N1CCC(N(C(=O)Nc2ccc(Cl)cc2)C(C)C)CC1	4.2	-0.3	4.2	/	-7.0	-1.9	5.3	-4.1	3.5
6	CCN(C1CCCCC1)S(=O)(=O)c1ccc(C(=O)O)cc1	4.4	-4.0	9.4	-0.4	7.5	-0.2[fluorescence artefact?]	6.9	-7.4	24.6
7	C=CCSc1nc(C)c(CC=C)c(=O)[nH]1	-3.6	1.2	3.4	17.3	-13.3	8.6	-30.1	-8.2	3.2
8	CCOC(=O)CSc1nnc(CNc2cccc(Cl)c2)n1C	-3.3	1.9	20.1	4.9	-6.5	-4.1	-12.3	12.4	23.5
9	CCOC(=O)N1CCC(Nc2c(NCCCN(CC)Cc3ccccc3)c(=O)c2=O)CC1	3.8	0.4	13.1	0.3	-3.1	6.8[fluorescence artefact?]	-2.2	-15.1	2.8
10	C=CCn1c(SCC(=O)Nc2cccc(C(=O)OC)c2)nnc1C(C)NC(=O)c1cccs1 (configuration not stated)	4.2	0.9	0.5	7.8	0.4	9.8	-8.5	-7.8	16.5
11	Cc1ccc(NCc2ccccc2O)cc1	-1.9	-0.3	10.6	-2.9	7.0	/	1.0	-2.8	11.2
12	CCNC(=S)NNC(=O)CSc1nc2ccccc2[nH]1	2.5	0.5	14.1	5.4	-0.8	-0.3	3.1	-5.9	19.7
13	CN(C)CC(C)(C)CNS(=O)(=O)c1ccc(Cl)c(Cl)c1	-4.7&-6.0	1.2&-2.3	3.6&9.7	5.1&0.9	6.1&-2.7	0.8&-0.4	-15.0&-25.6	-22.7&7.4	-10.0&-0.7
14	CC(C)[C@H](NC(=O)c1ccccc1)C(=O)OCC(=O)N1CCCCCC1	2.6	-0.3	4.2	0.6	-8.8	5.5	-1.1	-4.7	33.0
15	Cc1noc(C)c1S(=O)(=O)N1CCCC(C(=O)NCC2CCCO2)C1 (configuration not stated)	2.3	-0.7	6.5	4.1	-2.3	2.4	5.5	-0.3	3.4
16	CCn1cc(/C=N\NC(=O)c2cc(-c3ccccc3OC)nc3ccccc23)c(C)n1	-7.0	-0.5	8.1	2.1	-16.1	-2.2	-25.1	-20.1	9.4
17	COc1ccc(S(=O)(=O)N2CCC(C(=O)Nc3c(F)cccc3F)CC2)cc1	3.1	-2.4	15.2	3.8	3.5	-0.8	-0.6	10.1	-25.9
18	CCOC(=O)c1sc2cc([N+](=O)[O-])cc(SCCO)c2c1N	5.7	1.2	6.7	-4.2	4.4	-2.8	-19.5	-11.3	-5.6
19	O=C(NCC1CCCO1)C(=O)c1c[nH]c2ccccc12 (configuration not stated)	2.7	-0.6	4.7	2.9	4.5	0.5	2.6	1.9	-40.2
20	C/C(=N\NC(=O)CCc1c(C)n[nH]c1C)c1ccc([N+](=O)[O-])cc1	12.8	1.2	2.7	/	10.2	-1.7	17.4	-6.5	21.5
21	COc1ccc(/C=C/C(=O)Nc2ccc(C34CC5CC(CC(O)(C5)C3)C4)cc2)cc1OC	-4.7	0.6	9.8	-2.1	-5.2	2.7	-0.5	-18.4	-9.2
22	O=c1cc(N2CCc3ccccc3C2)[nH]c(=O)n1-c1ccc(Br)cc1	4.3	1.5	1.7	2.0	2.3	-14.2	6.8	-15.9	16.0
23	O=C(O)COc1ccc(/C=N/Nc2nc(Nc3ccccc3)nc(N3CCCCC3)n2)cc1	3.4	-0.4	13.5	1.6	3.1	0.1	7.6	1.1	3.1
24	O=C(NNC(=S)NC(=O)c1cccnc1)c1ccccc1	0.7	-1.7	12.0&15.9	0.3	-8.8	3.5	5.5	-5.4	-49.2&22.7
25	O=C(CNC(=O)C12CC3CC(CC(C3)C1)C2)NC1=NCCS1	-6.1	-1.4	-8.3	3.3	-2.1	-10.3	-1.0	-4.1	9.2
26	O=C(CN1C(=O)CSC1=O)NCc1ccccc1	3.5	0.9	12.1&16.5	3.7	-11.6	-0.3	-13.2	-10.8	30.1&-21.7
27	CCN(CC)C(=O)COc1ccc(C=O)cc1OC	1.1	2.4	8.7	-0.5	2.6	1.9[fluorescence artefact?]	-1.6	-13.2	28.3
28	O=C(/C=C/Nc1cccc([N+](=O)[O-])c1)c1ccco1	-2.3	0.0	9.9	-4.6	2.6	/	0.8	1.8	/
29	COc1ccc(C(=O)NN2C(=O)C3C(c4ccccc4)C=CC(c4ccccc4)C3C2=O)cc1 (configuration not stated)	-1.0	-1.0	8.7	11.3	1.6	4.1	-26.3	-11.7	16.1
30	CC(C)Nc1nc(NC(C)C)nc(OCCOC(=O)c2ccccc2)n1	-2.5	1.9	7.7	8.0	-11.5	1.8	-5.7	-115.8	56.3
31	CC(=O)NC1C(Oc2ccc(C)cc2)OC2COC(c3ccco3)OC2C1O (configuration not stated)	3.1	-1.6	15.6	1.5	16.7	-0.4	-2.7	-4.7	20.4
32	CN(C)c1ccnc(Oc2ccc(Cl)cc2)c1C#N	3.2	-2.0	7.0	1.0	-23.2	2.8	-29.9	-5.7	27.2
33	C/C(=N\NC(=O)c1ccc(F)cc1)c1ccc(N2CCOCC2)cc1	2.4	-0.4	8.8	-0.5	3.3	1.4	6.1	1.8	-18.4
34	c1ccc(-c2ccc(Oc3cc(N4CCOCC4)nc(-c4ccccc4)n3)cc2)cc1	0.9	0.9	6.4	-0.3	5.0	1.7	-6.0	-15.5	49.0
35	O=C(CSc1nnc(-c2cccs2)o1)OC1CCCCC1	-7.5	0.5	3.9	3.4	-16.3	0.2	-11.8	-14.4	-10.7
36	NS(=O)(=O)c1ccc(N=Nc2c[nH]c(=O)c(O)c2)cc1	-11.9	0.2	9.3&8.2	/	7.1	6.5	16.8	-8.0	1.9&14.3
37	NNc1ccc2c(C(F)(F)F)cc(C(F)(F)F)nc2n1	-2.9	0.2	5.3	8.3	-4.5	0.4	0.3	-9.9	-17.2
38	CN1C(=O)N(C)c2ccc(C=O)c3cccc1c23	0.9	1.1	13.0	-2.6	-15.7	-6.2	-14.6	-38.5	-4.4
39	NC(=O)NC(=O)COC(=O)CCCSc1nc2ccccc2s1	3.8	-0.6	10.4	/	-16.0	-4.4	3.5	5.7	-9.1
40	COc1cccc(C2=NOC(C(=O)N3CCN(Cc4ccccc4)CC3)C2)c1OC (configuration not stated)	0.3	2.0	/	9.6	-7.1	0.1	-12.0	-22.3	-20.4
41	COc1ccc(CCNC(=O)CSc2nnnn2-c2ccc(OC)c(OC)c2)cc1OC	9.1	0.1	10.1	10.4	20.3	0.1	15.0	-1.0	21.7
42	CCOC(=O)c1nnc2cc(-c3ccc(Br)cc3)nn2c1C	1.7	-3.2	12.5&3.8	1.6	2.2	-2.2	17.3	0.0	-2.5&-6.5
43	COC(=O)c1[nH]c2ccc(C)cc2c1NC(=O)Nc1ccc(OC)cc1	-1.6	0.9	18.8	3.8	-7.6	0.2[fluorescence artefact?]	7.0	-22.5	-19.6
44	CC12CCC(C/C1=N\N=C1\NC(=O)/C(=C\c3ccc(Cl)cc3)S1)C2(C)C (configuration not stated)	-1.2	1.0	10.9	3.7	6.3	0.0	-0.4	-18.8	-7.6
45	O=C(NCc1cccs1)c1cnc2sccn2c1=O	5.5	0.5	9.2	0.9	9.3	-3.9	1.5	-1.2	10.4
46	CC(NC(=O)c1ccccc1NC(=O)CSc1nnnn1C)c1ccccc1 (configuration not stated)	7.0	-0.3	9.8	1.0	-1.9	-5.5[fluorescence artefact?]	-8.0	10.3	31.4
47	COc1ccc(OC)c(C(=O)C2COC(=O)C2)c1 (configuration not stated)	2.0	1.2	5.7	-2.3	4.2	-10.3	1.8	-4.7	-3.0
48	CC1=C/C(=N\N=C2\NC(=O)C(CC(=O)Nc3ccccc3)S2)CC(C)(C)C1 (configuration not stated)	-0.1	1.6	4.8	-0.5	7.6	4.8	3.5	9.5	-6.1
49	N/C(=N\OC(=O)Nc1ccc(Cl)c(Cl)c1)c1ncc(C(F)(F)F)cc1Cl	-0.4	2.3	8.8	1.2	6.5	5.7	-20.0	-0.6	-35.5
50	O=C(COC(=O)c1cc(=O)[nH]c(=O)[nH]1)NCc1ccccc1	-1.8	-1.6	6.5	-0.9	-11.1	-5.1	-14.3	8.6	20.1
51	CCN(CC)CCSc1nc(O)c(-c2ccccc2)c(=O)n1-c1ccccc1	-0.4	-1.7	8.2	-2.4	-8.2	1.0	-12.5	-9.1	19.6
52	Cc1cc(C)nc(SCc2ccc(C(=O)NN=C3CCCC3)cc2)n1	1.9	2.5	2.8	-3.5	-3.7	0.1	0.7	-10.0	6.9
53	Cc1ccccc1Cn1c(=N)n(CC(=O)c2ccc([N+](=O)[O-])cc2)c2ccccc21	2.9	-0.5	18.1	-8.8	1.2	-5.1	-16.1	-8.6	-64.8
54	CC(NC(=O)OCc1ccccc1)C(=O)NCC(=O)NC(Cc1ccc(OC(C)(C)C)cc1)C(=O)OC(C)(C)C (configuration not stated)	-6.2	0.3	8.4	-1.4	8.2	6.0	-4.7	1.0	21.5
55	O=C(O)C1CCN(C(=O)CCc2ccccc2)CC1	8.6	0.8	19.2	/	14.1	-1.7	16.9	-12.2	12.7
56	COc1ccc(S(=O)(=O)N2CCN(C(=O)Cc3cccs3)CC2)cc1	-1.1	-1.7	6.6	-4.5	1.0	-5.3	-38.5	1.2	-5.4
57	CCOC(=O)c1ccc(NC(=O)c2cc3c(C)nn(-c4ccccc4Cl)c3s2)s1	5.6	1.0	8.7	4.5	3.4	-3.7[fluorescence artefact?]	12.9	-12.3	-3.8
58	Cc1cc(C)c([N+](=O)[O-])cc1-c1ccc(/C=N/c2c(-c3ccco3)nc3ccccn23)o1	6.5	-3.3	9.6	-8.3	0.8	-7.8	-11.2	11.8	18.1
59	O=C1c2ccccc2C(Nc2ccc3c(c2)OCO3)N1Cc1ccco1 (configuration not stated)	-2.6	-4.1	7.3	4.4	-14.8	5.7	7.2	-8.4	29.6
60	CCCCn1c(O)c(/C=C/C=C/C=Nc2ccccc2)sc1=S	-0.2	-1.3	6.9	-4.3	6.8	-4.5	-9.2	13.8	-24.8
61	CCOC(=O)CSc1nc(C)cc(Oc2ccc(=O)n(C)n2)n1	9.0	2.5	5.5	-8.3	1.8	7.6	-9.6	8.5	-1.6
